Pf apPOL inh: Pf-apPOL DNA polymerase inhibition | hit rate 0.25% among 210,000 | Recombinant Pf-apPOL, molecular beacon fluorescence, 1.5 h | inhibition, % at 10 µM | AID 1794808
mHTT-CaM PPI inh: disrupts binding of mutant huntingtin to calmodulin | P42858 | AlphaScreen His-mHTT/GST-CaM binding, luminescence | inhibition, % at 15 µM | hit rate 3.6% among 190,000 | AID 1671202;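 further: 0% = both proteins with DMSO and 100% = one protein alone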
Target sequence (P42858 whole entry, looked up, stated change not applied): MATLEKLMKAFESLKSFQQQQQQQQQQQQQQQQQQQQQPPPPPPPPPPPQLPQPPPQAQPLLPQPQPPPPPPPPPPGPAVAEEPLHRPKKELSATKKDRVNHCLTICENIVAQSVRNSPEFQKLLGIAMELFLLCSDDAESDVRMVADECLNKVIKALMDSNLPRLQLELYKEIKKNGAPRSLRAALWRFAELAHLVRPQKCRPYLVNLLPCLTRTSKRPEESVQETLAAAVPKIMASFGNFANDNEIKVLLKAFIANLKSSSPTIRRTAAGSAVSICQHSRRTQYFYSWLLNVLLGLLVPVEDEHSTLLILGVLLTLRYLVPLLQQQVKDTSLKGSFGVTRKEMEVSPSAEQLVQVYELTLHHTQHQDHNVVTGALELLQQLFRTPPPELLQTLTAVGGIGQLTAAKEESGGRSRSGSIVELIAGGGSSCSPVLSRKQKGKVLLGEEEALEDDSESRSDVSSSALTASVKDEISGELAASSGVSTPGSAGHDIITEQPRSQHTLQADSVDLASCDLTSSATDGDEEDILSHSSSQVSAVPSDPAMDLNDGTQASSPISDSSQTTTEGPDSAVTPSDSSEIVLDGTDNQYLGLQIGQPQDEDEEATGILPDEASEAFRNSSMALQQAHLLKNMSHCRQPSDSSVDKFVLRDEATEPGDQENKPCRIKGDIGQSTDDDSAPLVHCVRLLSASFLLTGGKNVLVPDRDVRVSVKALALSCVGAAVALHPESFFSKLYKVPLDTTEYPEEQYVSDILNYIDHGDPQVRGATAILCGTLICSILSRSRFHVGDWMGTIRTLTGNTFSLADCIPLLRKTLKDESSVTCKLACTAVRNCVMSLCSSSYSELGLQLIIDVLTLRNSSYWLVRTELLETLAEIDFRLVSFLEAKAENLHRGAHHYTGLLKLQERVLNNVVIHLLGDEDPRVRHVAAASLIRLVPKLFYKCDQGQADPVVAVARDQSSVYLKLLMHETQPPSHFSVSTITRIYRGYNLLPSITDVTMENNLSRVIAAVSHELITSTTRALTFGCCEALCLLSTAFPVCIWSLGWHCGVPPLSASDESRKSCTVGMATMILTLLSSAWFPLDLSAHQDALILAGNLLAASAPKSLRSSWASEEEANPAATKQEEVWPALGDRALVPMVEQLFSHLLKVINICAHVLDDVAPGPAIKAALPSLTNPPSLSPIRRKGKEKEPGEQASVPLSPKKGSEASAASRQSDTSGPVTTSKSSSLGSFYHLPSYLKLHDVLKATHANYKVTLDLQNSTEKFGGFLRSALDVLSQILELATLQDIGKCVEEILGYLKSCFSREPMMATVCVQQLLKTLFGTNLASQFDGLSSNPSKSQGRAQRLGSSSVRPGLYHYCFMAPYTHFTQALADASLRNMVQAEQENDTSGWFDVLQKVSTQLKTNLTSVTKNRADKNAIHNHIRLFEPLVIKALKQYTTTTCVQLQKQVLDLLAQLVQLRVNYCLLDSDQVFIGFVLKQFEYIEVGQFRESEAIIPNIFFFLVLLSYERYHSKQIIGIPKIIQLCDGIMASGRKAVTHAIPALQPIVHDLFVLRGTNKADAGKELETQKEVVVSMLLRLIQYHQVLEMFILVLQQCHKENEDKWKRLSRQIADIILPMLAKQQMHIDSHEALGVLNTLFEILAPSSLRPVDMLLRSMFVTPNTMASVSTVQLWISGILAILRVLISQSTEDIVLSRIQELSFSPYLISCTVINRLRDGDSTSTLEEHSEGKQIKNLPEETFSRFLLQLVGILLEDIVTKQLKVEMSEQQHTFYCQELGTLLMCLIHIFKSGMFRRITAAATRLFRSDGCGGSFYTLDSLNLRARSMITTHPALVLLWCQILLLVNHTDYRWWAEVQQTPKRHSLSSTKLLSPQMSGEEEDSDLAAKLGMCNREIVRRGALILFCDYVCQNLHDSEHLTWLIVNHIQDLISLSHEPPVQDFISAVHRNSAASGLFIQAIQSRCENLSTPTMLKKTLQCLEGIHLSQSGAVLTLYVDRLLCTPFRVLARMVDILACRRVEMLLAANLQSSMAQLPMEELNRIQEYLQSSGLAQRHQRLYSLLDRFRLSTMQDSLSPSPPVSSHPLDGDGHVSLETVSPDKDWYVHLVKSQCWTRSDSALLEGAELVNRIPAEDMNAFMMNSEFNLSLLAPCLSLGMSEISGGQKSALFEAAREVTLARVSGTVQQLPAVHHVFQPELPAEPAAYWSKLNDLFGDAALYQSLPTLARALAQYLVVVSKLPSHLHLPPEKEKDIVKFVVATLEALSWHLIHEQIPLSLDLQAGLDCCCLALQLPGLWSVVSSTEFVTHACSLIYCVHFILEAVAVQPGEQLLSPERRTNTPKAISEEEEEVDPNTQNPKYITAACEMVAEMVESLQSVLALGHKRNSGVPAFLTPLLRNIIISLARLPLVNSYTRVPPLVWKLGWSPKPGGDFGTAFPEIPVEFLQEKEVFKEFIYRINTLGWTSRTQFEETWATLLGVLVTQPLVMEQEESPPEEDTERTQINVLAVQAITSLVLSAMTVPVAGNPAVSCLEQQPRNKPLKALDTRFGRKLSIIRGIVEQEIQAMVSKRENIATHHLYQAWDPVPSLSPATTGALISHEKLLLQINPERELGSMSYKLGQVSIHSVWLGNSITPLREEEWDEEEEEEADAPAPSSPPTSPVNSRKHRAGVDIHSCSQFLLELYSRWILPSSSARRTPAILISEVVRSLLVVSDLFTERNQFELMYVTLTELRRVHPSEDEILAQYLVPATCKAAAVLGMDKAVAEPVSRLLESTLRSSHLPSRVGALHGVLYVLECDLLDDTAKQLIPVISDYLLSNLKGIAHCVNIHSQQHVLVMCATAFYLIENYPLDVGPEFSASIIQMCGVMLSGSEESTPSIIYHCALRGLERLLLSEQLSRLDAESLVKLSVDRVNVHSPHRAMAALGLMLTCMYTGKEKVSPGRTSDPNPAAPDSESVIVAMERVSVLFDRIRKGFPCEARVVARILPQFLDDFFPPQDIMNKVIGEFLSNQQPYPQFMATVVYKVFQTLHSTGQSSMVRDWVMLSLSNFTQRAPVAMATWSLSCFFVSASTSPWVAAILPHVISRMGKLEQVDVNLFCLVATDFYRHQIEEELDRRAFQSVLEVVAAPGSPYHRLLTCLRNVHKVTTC
The depositor's hits bear a star; i = inactive; / = no result given; & = joins results of further samples. No stated cut-off is given here; in the data, active means inhibition above about 50%; inactive means the rest. These rows are one share of the data. The share of hits here may be higher or lower than overall.

structure,Pf apPOL inh,mHTT-CaM PPI inh
COc1ccccc1CCC(=O)N1CCC(Cc2nc3cccnc3n2C)C1 (configuration not stated),-4.7,2.6
Cc1ccccc1S(=O)(=O)N1CCC2(C1)Nc1cccnc1NC2=NCc1ccccc1 (configuration not stated),-6.1,32.2
CSc1nnc2c(n1)OC(/C=C/c1ccco1)Nc1ccccc1-2 (configuration not stated),-0.3,46.0
CC(C)CSc1sc(C(=O)O)c(-c2ccc(Cl)cc2)c1C#N,1.8,/
Nc1nc(SCc2ccc(Cl)cc2)ns1,-3.9,-6.4&-5.2
CN1C(=O)C2CCCCN2c2ccc(C(=O)NCCCN3CCCCCC3)cc21 (configuration not stated),2.7,3.0
O=c1[nH]nc(SCc2ccc(Cl)cc2)n1C1CC2C=CC1C2 (configuration not stated),-10.6,/
Cc1c(C2CCN(C(=O)c3nccc4ccccc34)CC2)noc1N,-2.9,10.9
Cc1noc(C)c1S(=O)(=O)N1CCC(CC(=O)NC(C)c2ccccc2)CC1 (configuration not stated),1.2,-7.0
O=C(Nc1nc(CN2CCc3ccccc3C2)cs1)c1cc(=O)c2ccccc2o1,11.8,11.1
COc1cccc(C(=O)/C=C/Nc2ccc(S(=O)(=O)Nc3cc(OC)nc(OC)n3)cc2)c1,-6.1,12.0
Cn1cnc2cc(OC(=O)Cc3ccc(F)cc3)ccc21,-0.8,-18.9
CCc1cccc(N2C=C(C(=O)N3CCOCC3)S(=O)(=O)c3ccccc32)c1,-0.7,0.8
CC12CC(NC(=O)N1c1cc(Cl)cc(Cl)c1)c1cc(Cl)ccc1O2 (configuration not stated),-2.7,41.0
CCOc1ccccc1/C=C1N=C(/C=C/c2cccc([N+](=O)[O-])c2)OC/1=O,-2.2,5.0
CCC(C)NC(=O)C1c2cc(OC)c(OC)cc2C(=O)N(C)C1c1cccs1 (configuration not stated),0.3,-2.0

One compound at a time (already shown). Order of values: Pf apPOL inh, mHTT-CaM PPI inh
`CCC(C)NC(=O)C1c2cc(OC)c(OC)cc2C(=O)N(C)C1c1cccs1` (configuration not stated) as listed: 0.3, -2.0
`CC12CC(NC(=O)N1c1cc(Cl)cc(Cl)c1)c1cc(Cl)ccc1O2` (configuration not stated) as listed: -2.7, 41.0
`CCOc1ccccc1/C=C1N=C(/C=C/c2cccc([N+](=O)[O-])c2)OC/1=O` as listed: -2.2, 5.0
`COc1cccc(C(=O)/C=C/Nc2ccc(S(=O)(=O)Nc3cc(OC)nc(OC)n3)cc2)c1` as listed: -6.1, 12.0

(cont.)
structure,Pf apPOL inh,mHTT-CaM PPI inh
Cc1ccc(C(=O)c2ccc([N+](=O)[O-])cc2)cc1,3.2,19.8
O=C(c1ccc2cc[nH]c2c1)N1CCc2c(nc3cc(-c4ccccc4Cl)[nH]n3c2=O)C1,-4.4,2.2
CC1CCCCN1C(=O)Cc1cccs1 (configuration not stated),-290.3,7.9
Cc1c(Cl)cccc1NC(=O)c1noc2c1CCCC2,-6.2,-19.2
CC1CCCN(C2=NC(=O)/C(=C/c3ccc(Br)cc3)S2)C1 (configuration not stated),-4.5,4.0
CC(C)CC(=O)Nc1ccc2c(c1)C(N1CCCCC1)=Nc1ccccc1O2,0.1,3.8
CC(=O)NCc1csc(C2CCCN(S(=O)(=O)c3ccc(C(C)=O)cc3)C2)n1 (configuration not stated),-1.5,11.6
Cc1ccc(F)c(-n2nnc(C(=O)O)c2C)c1,2.9,-6.8
Cc1cccc(-c2ccc(-c3cc(=O)oc4cc(C)cc(C)c34)cc2)c1,-4.2,-13.0
CCSc1nnc2n(C)c(=O)c3sccc3n12,-1.9,1.6
COc1ccccc1CNC(=O)c1cn2ccc(C)cc2n1,-0.8,-8.1
Cc1ccc(S(=O)(=O)CC(C)N2CCCCC2)c(S(=O)(=O)CC(C)N2CCCCC2)c1 (configuration not stated),-2.8&-0.6,5.0&10.1
O=C(Cc1ccccc1Cl)N1CCc2nc(-c3ccc(Cl)cc3)ncc2C1,1.2,0.1
Cc1cccc(NC(=O)C2CCc3nc(N4CCCC4)ncc3C2)c1C (configuration not stated),5.9,-9.6
O=C(c1ccc([N+](=O)[O-])cc1Cl)N1CCN(c2ccc(F)cc2)CC1,-2.0,7.3
Cc1cc(Oc2ccc(C(F)(F)F)cc2NS(C)(=O)=O)cc(C)c1Cl,1.5,/
Nc1c(C(=O)Nc2ccc([N+](=O)[O-])cc2)sc2nc3c(c(-c4ccco4)c12)CCC3,1.1,8.0
O=C(CSc1ccc2nnc(-c3cccnc3)n2n1)NC1CCCCC1,-4.1,-11.6
COc1ccc(CN2CCN(C(=O)c3ccsc3)CC2)cn1,-3.7,0.2
COc1cccc(CC(=O)Nc2ccc3c(c2)CN(C(C)C)C(=O)C(C)O3)c1 (configuration not stated),3.1,6.7
CCC(=O)N1CCc2c(C(=O)NC3CCCCC3)cccc21,0.4,-1.5
O=C(CSC1CCCCC1)N1CCCCCC1,1.3,-7.0
Cc1ccc(Cl)cc1N1CCC(C(=O)NC(C)c2ccccc2)C1=O (configuration not stated),-4.0,-7.1
COc1ccc(CNC(=O)C2C3C=CC4(CN(Cc5cccs5)C(=O)C24)O3)cc1 (configuration not stated),0.5,-4.6
C[C@@H]1CCN(C2CC2)S(=O)(=O)c2ccc(N3CC[C@@H](O)C3)cc2O1,0.3,-16.5
COc1ccccc1NC(=O)c1c(NCc2ccccn2)sc2c1CCCCC2,-16.9,73.0*
COc1cc(C2C=C(c3cccs3)Nc3ncnn32)cc(OC)c1OC (configuration not stated),-10.6,15.0
COc1cccc(N2CCC(C(=O)NC(C)c3ccccc3)C2=O)c1 (configuration not stated),1.2,-4.5
CC(=O)N1CCc2[nH]c3ccc(C(=O)NCCc4ccc(F)cc4)cc3c2C1,-8.2,52.2*
CC(C)n1c2ccc(Br)cc2c2nc3ccccc3nc21,81.6*,-5.0
O=C(Nc1ccc(Cl)c(C(F)(F)F)c1)C1CC(=O)N(c2ccccc2)C1 (configuration not stated),9.7,2.0
Cc1oc(C2CCN(C(=O)CCc3ccccc3)CC2)nc1C(=O)N1CCCC1,-2.2,8.8
CN1CCC(=O)N(CCSc2ccc(Br)cc2)CC1,-6.8,-4.9
CC(C)c1ccc(CN2CCN(c3cnn4cnnc4c3)CC2)cc1,-6.9,3.8
CC(=O)Nc1ccccc1NC(=O)c1ccccc1,-7.9,0.0
CCOC(=O)C(C)Oc1ccc2c(=O)c(-c3ccccc3)c(C(F)(F)F)oc2c1 (configuration not stated),-3.1,-21.8
O=C(CSc1nnc(-c2cccnc2)n1Cc1ccco1)c1ccc(Br)cc1,-2.4,7.2
CC(=O)Nc1ccc(N=Cc2ccc([N+](=O)[O-])cc2)cc1,1.9,-1.0
COc1ccc(NC(=O)C2CCc3sc(C(=O)N(C)C)cc3C2)cc1Cl (configuration not stated),-4.8,0.0
CCc1ccccc1NC(=O)C(C(C)C)N1C(=O)c2ccccc2C1=O (configuration not stated),0.2,-5.0
COC(=O)c1ccc(C(=O)Nc2nnc(-c3cc(Cl)ccc3Cl)o2)cc1,-3.7,-23.8
Cc1cccc(-c2nnc(Cc3nc(-c4ccccc4)no3)o2)c1,-4.7,-31.8
Cc1ccnc(SCCn2c(N3CCCC(C)C3)nc3c2c(=O)n(C)c(=O)n3C)n1 (configuration not stated),-4.1,2.0
CC1(C)CC(=O)C2=C(C1)Nc1ccccc1S2,-5.2,6.4
C=CCn1c(C2CCCO2)nc2ccccc21 (configuration not stated),-5.6,-5.8
COc1ccc(C2C(C(=O)c3cccs3)=C(O)C(=O)N2CCCn2ccnc2)cc1 (configuration not stated),4.9,3.1
O=C(NCCc1cccnc1)c1ccc(N2CCNC(c3ccccc3)C2)nc1 (configuration not stated),1.6,-2.9
CS(=O)(=O)N(CC(=O)Nc1ccc2c(c1)OCO2)c1cc(C(F)(F)F)ccc1Cl,-2.6,17.0
O=C(Nc1cnc2ccccc2c1)NC1(c2ccccc2)CC1,-4.9,-4.0
O=C(NCc1ccccn1)C1CCN(c2ncccc2-c2nc(-c3ccccc3)no2)CC1,-3.5,0.6
O=C(O)CCCS(=O)(=O)c1nc(-c2cccs2)cc(C(F)(F)F)n1,-2.4,2.0
Cc1ccc(S(=O)(=O)N(CC(=O)NC2CC2)Cc2ccc(Cl)cc2)cc1,-0.9,-5.6
COC(=O)c1ccc(C(=O)NCC2(c3cccs3)CCCC2)cc1,-2.6,-21.9
N#Cc1cccc(-c2cn3c(n2)N(C(=O)c2ccco2)CCC3)c1,0.7,18.4
COc1ccc(NC(=O)C(NS(=O)(=O)c2cccs2)C(C)C)c(OC)c1 (configuration not stated),-6.7,11.0
CC(C(=O)c1ccc(Cl)cc1Cl)n1cncn1 (configuration not stated),-5.2,2.9

Further entries
structure,Pf apPOL inh,mHTT-CaM PPI inh
O=S(=O)(c1ccc(Br)cc1)N1CCN(c2ncccn2)CC1,0.3,1.7
O=C(c1ccc2ccccc2n1)N1CCn2cnnc2C1,-0.7,-0.6
CC1CN=C(N(C(=O)Nc2cccc(Cl)c2)c2ccc(F)c(Cl)c2)S1 (configuration not stated),-23.9,/
CC(C)COc1ccc2c(c1)c1c3c(nccn32)CCC1,0.4,-51.0
CCn1c(=O)cc(N2CCN(C(=O)c3ccc(C)cc3)CC2)c2ccccc21,6.1,14.1
O=C(C[n+]1cccc(/C=N/O)c1)NC12CC3CC(CC(C3)C1)C2,-1.6,i
Cc1ccccc1C(=O)Nc1cnc(-c2ccccc2)nc1,-1.9,0.0
CC12CCC(C(=O)Nc3nccs3)(CC1=O)C2(C)C (configuration not stated),9.9,6.0

3 entries out of the list, arranged by SMILES length, smallest number first.
structure,Pf apPOL inh,mHTT-CaM PPI inh
CC12CCC(C(=O)Nc3nccs3)(CC1=O)C2(C)C (configuration not stated),9.9,6.0
O=S(=O)(c1ccc(Br)cc1)N1CCN(c2ncccn2)CC1,0.3,1.7
CCn1c(=O)cc(N2CCN(C(=O)c3ccc(C)cc3)CC2)c2ccccc21,6.1,14.1

Continued.
structure,Pf apPOL inh,mHTT-CaM PPI inh
CCn1cc2c3c(cccc31)CN(C(=O)Nc1ccc3c(c1)OCCO3)CC2,7.2,-2.9
CCOC(=O)Nc1ccc2c(c1)N(C(=O)C(C)N1CCCC1)c1ccccc1CC2 (configuration not stated),-2.7,2.8
NC(=O)c1cc2cc(Br)cc(Br)c2oc1=Nc1ccccc1,-1.3,6.0
O=C(Nc1ccc(F)c(F)c1)c1cc(S(=O)(=O)NC2CCCC2)ccc1F,0.8,-9.0
CC1CCCC(N2CC(=O)N(Cc3ccccc3)C(c3ccc(F)cc3)C2=O)C1C (configuration not stated),-5.5,-3.0
COc1cccc(/C=C2/N=C(c3cccc([N+](=O)[O-])c3C)OC2=O)c1OC,-1.0,-1.0
O=C(CN(c1ccccc1F)S(=O)(=O)c1ccccc1)NC1CCCCCC1,-4.6,-10.5
CC(NC(=O)CCc1ccccc1)c1ccc2c(c1)OCCO2 (configuration not stated),-1.6,-4.1

Molecules above that have a furan ring, fused or not (4):
structure,Pf apPOL inh,mHTT-CaM PPI inh
CSc1nnc2c(n1)OC(/C=C/c1ccco1)Nc1ccccc1-2 (configuration not stated),-0.3,46.0
Nc1c(C(=O)Nc2ccc([N+](=O)[O-])cc2)sc2nc3c(c(-c4ccco4)c12)CCC3,1.1,8.0
O=C(CSc1nnc(-c2cccnc2)n1Cc1ccco1)c1ccc(Br)cc1,-2.4,7.2
N#Cc1cccc(-c2cn3c(n2)N(C(=O)c2ccco2)CCC3)c1,0.7,18.4

Remaining list, next part
structure,Pf apPOL inh,mHTT-CaM PPI inh
O=C(Nc1ccc(Cl)cc1)Nc1ccccc1C(=O)O,6.5,-4.1
Cn1c(NC(=O)c2ccc3c(c2)OCO3)cc(=O)n(C)c1=O,-1.4,-0.2
O=C(C1CCCCC1)N1CCN(Cc2ccc3c(c2)OCO3)CC1,-6.7,-2.3
O=C1OC(c2ccc([N+](=O)[O-])cc2Cl)=N/C1=C\c1ccco1,-1.0,1.0
CCCC1CCC(c2ccc(C(=O)NN)cc2)CC1 (configuration not stated),0.0,12.9
Cc1ccc2c(Nc3ccc(Cl)cc3)c(C(=O)N3CCSCC3)cnc2n1,-0.6,-0.1
CC1CCN(C(=O)C2CCCN(c3cnn(C)c(=O)c3)C2)CC1 (configuration not stated),0.5,0.3
Cc1ccc(N2CCN(CC(=O)N3CCN(c4ccccc4O)CC3)C2=O)cc1,-6.2,2.4
O=C(O)CCC(=O)N1N=C(c2ccc([N+](=O)[O-])cc2)CC1c1ccccc1Cl (configuration not stated),-0.6,9.0
CC(C)c1cccc(C(C)C)c1NC(=O)Nc1ccccc1,-3.0,-7.1
COc1ccc(CC(=O)Nc2ccc(-c3cnco3)cc2)cc1OC,-20.0,/
O=C(Nc1ccc(Br)cc1F)C1Oc2ccccc2NC1=O (configuration not stated),-4.5,-2.2
Cc1cc(F)ccc1NC(=O)c1cccc(Cn2cncn2)c1,0.4,-0.9
COc1ccc(OC)c(C2Oc3c(OC)cccc3C3CC(c4cccs4)=NN32)c1 (configuration not stated),-13.1,2.0
COc1ccccc1-n1nc(C(=O)Nc2ccc(Cl)cn2)c2ccccc2c1=O,-3.1,23.0
CCOC(=O)c1cc(C(=O)OC)c(C)nc1N1CCCN(Cc2ccc(F)cc2)CC1,-0.3,/
COc1cc(OC)cc(C(=O)N2CCC(N3CCCCCC3)CC2)c1,-3.4,0.7
O=c1[nH]c(/C=C/c2cc(Br)ccc2O)nc2ccccc12,1.6,-0.7
